Assay outcomes as filed in PubChem.
CHRM5 agonist: CHRM5 agonism in calcium assay; CHO-K1 hM5 cells, Fluo-8 calcium fluorescence; 0% DMSO wells, 100% maximal acetylcholine response; activation, % at 3 µM; 360,000 compounds, 0.19% hits; AID 624037;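 active means activation above the run's mean over test compounds plus 3 SD, cut at about 23% in these data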;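 further: signal is peak over basal fluorescence ratio across the kinetic read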
CRFR2-BP ag: CRF-BP/CRF-R2 complex agonism; HEK293 CRF-R2/CRF-BP, calcium dye fluorescence (FLIPR); percent of saturating CRF peptide response; activation, % at 13.2 µM; 350,000 compounds, 0.46% hits;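 active means activation of at least 50%, plus an integration ratio under a set limit after plate pattern correction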;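 further: plate controls were neutral control wells without compound for no effect and CRF at EC100 for full effect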
M5 PAM: positive allosteric modulators of human muscarinic M5 receptor; CHO-K1 hM5, Fluo-8 calcium, ACh EC20 PAM; 0% = ACh EC20, 100% = ACh EC100; activation, % at 3 µM; 360,000 compounds, 0.3% hits; P08912; AID 624038;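 active means activation above the run cutoff, the mean activation of all test compounds plus 3 SD, cut at about 18% in these data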
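Assay system – human M5 receptor in CHO-K1 cells · Read-out – % activation, ACh-normalized · Technique – Fluo-8 calcium fluorescence · Dosing – single-point, 3 µM nominal · Incubation – Fluo-8 loading 80 min at 37 °C plus 30 min room temperature · Repeats – singlicate, one well per test compound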
M5 antag: CHRM5 antagonism in calcium assay | CHO-hM5 cells, Fluo-8 calcium fluorescence, ACh EC80 | 360,000 compounds, 0.59% hits | P08912 | inhibition, % at 3 µM | AID 624040;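 active means inhibition above a per-plate cutoff, the mean of that plate's test compounds plus 3 SD, cut at about 27% in these data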;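 further: 0% = acetylcholine EC80 with DMSO and 100% = DMSO without agonist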
CHRM1 antagonist: human CHRM1 antagonism; 360,000 compounds, 1.3% hits; inhibition, % at 3 µM; P11229; CHO-K1 hM1, Fluo-8 calcium fluorescence, ACh EC80 antagonist;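 active means percent inhibition above its own plate's cutoff, namely the mean of that plate's compound wells plus 3 SD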;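 further: peak over basal fluorescence ratio during 140 s after agonist addition; 0% = ACh EC80 plus DMSO and 100% = DMSO alone without agonist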
Target sequence (P11229 whole entry, looked up): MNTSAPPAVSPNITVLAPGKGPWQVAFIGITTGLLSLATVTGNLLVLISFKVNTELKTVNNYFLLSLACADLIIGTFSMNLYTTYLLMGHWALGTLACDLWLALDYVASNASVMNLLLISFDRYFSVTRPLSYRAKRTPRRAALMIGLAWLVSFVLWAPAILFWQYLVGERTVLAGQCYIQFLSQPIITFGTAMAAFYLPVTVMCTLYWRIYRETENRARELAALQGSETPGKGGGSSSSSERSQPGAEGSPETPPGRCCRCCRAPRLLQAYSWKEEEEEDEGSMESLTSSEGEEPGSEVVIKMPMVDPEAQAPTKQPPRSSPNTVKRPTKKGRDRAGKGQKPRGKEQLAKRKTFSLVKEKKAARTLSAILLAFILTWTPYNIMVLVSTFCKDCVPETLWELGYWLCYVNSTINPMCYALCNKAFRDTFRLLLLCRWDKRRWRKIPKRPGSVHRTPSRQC
CHRM4 antagonist: CHRM4 antagonism in calcium assay. 360,000 compounds, 0.73% hits. inhibition, % at 3 µM. P08173. AID 624125. CHO-hM4 cells, ACh EC80, Fluo-8 calcium fluorescence;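 active means inhibition above its plate's cutoff, the mean inhibition of sample wells plus 3 SD, cut at about 27% in these data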;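 further: 0% = acetylcholine EC80 with DMSO and 100% = DMSO without agonist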
Target sequence (P08173 whole entry, looked up): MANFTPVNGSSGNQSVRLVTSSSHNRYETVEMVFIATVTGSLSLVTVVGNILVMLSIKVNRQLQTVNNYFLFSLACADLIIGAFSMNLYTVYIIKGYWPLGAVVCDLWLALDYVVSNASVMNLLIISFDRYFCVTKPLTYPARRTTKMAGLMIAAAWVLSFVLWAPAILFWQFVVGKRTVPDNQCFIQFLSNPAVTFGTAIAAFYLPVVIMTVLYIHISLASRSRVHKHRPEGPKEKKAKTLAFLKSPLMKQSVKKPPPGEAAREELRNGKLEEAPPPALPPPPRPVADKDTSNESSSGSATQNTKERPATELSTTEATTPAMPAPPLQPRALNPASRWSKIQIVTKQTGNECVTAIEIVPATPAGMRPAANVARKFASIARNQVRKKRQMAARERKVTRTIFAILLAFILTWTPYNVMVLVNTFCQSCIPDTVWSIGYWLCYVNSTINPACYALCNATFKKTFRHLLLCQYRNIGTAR
CHRM4 PAM: potentiates acetylcholine response at human M4 receptor | AID 624126 | 360,000 compounds, 0.4% hits | activation, % at 3 µM | P08173 | CHO-K1 hM4/Gqi5, Fluo-8 calcium fluorescence, ACh EC20; 0% = ACh EC20, 100% = maximal ACh;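 active means activation above its plate's cutoff, the mean activation of sample wells plus 3 SD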; further: some results filed as inactive read as strong as hits
M4 ag: agonists of human muscarinic M4 receptor (CHRM4) | CHO-K1 hM4/Gqi5, Fluo-8 calcium fluorescence; vehicle 0%, full acetylcholine response 100% | activation, % at 3 µM | 360,000 compounds, 0.14% hits | AID 624127;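 active means activation above the run mean over all test wells plus 3 SD, cut at about 32% in these data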;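 further: peak over basal fluorescence ratio per well then scaled between controls; 0% = DMSO wells and 100% = acetylcholine at EC100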
CHRM1 PAM: potentiates human M1 receptor response to acetylcholine; P11229; CHO-K1 hM1, Fluo-8 calcium fluorescence, ACh EC20; 0% = ACh EC20, 100% = maximal ACh; activation, % at 3 µM; 360,000 compounds, 0.088% hits; AID 588819; in the data active means activation above about 19%, passing the limit was not always enough
An asterisk follows results filed as active; x = not tested or not shown; & = joins results of further samples.

A first look (two entries):
SMILES	CHRM5 agonist	CRFR2-BP ag	M5 PAM	M5 antag	CHRM1 antagonist	CHRM4 antagonist	CHRM4 PAM	M4 ag	CHRM1 PAM
COc1ccc(C(CNC(=O)c2cccc(S(=O)(=O)Nc3ccc(F)cc3)c2)N(C)C)cc1 (stereo unspecified)	-5	-1.2	-1	2	-6	-8	-3	5	1
Cc1ccc(C)c(S(=O)(=O)N2CCN(C(C(=O)Nc3ccc(F)cc3)c3ccccc3)CC2)c1 (stereo unspecified)	-1	5.4	2	-3	-5	-5	7	0	9

The list itself, previewed entries included:
SMILES	CHRM5 agonist	CRFR2-BP ag	M5 PAM	M5 antag	CHRM1 antagonist	CHRM4 antagonist	CHRM4 PAM	M4 ag	CHRM1 PAM
COc1ccc(C(CNC(=O)c2cccc(S(=O)(=O)Nc3ccc(F)cc3)c2)N(C)C)cc1 (stereo unspecified)	-5	-1.2	-1	2	-6	-8	-3	5	1
Cc1ccc(C)c(S(=O)(=O)N2CCN(C(C(=O)Nc3ccc(F)cc3)c3ccccc3)CC2)c1 (stereo unspecified)	-1	5.4	2	-3	-5	-5	7	0	9
Cc1nc2nc(C)c(CCC(=O)NCCCN3CCN(c4cccc(Cl)c4)CC3)c(C)n2n1	-12&-8	3.0&0.1	6&-4	4&-7	-2&7	-10&-4	-4&-2	1&0	-2&-7
CCC(c1nnnn1Cc1ccccc1)N1CCN(c2ccccc2)CC1 (stereo unspecified)	1	-0.1	9	-1	5	-10	2	8	0
O=S1(=O)C[C@H]2NC(=S)N(c3ccccc3)[C@H]2C1	0	-0.4	4	-4	-3	0	-2	0	11
O=C(c1cc([N+](=O)[O-])cc([N+](=O)[O-])c1)N1CCN(C(=O)c2ccco2)CC1	2	-0.5	9	-3	5	7	-3	1	5
Cc1cc(-c2ccc(C)c(S(=O)(=O)NCCC(C)N3CCCCCC3)c2)on1 (stereo unspecified)	-6	-0.8	7	2	-15	-7	-2	0	11
Cc1ccccc1NC(=O)c1sc(NC(=O)COc2ccccc2)c(C#N)c1C	1	36	-1	-1	-7	-1	0	1	2
COC(=O)N(C)C[C@H]1OCc2cnnn2CCCC(=O)N([C@@H](C)CO)C[C@H]1C	0	-0.8	2	-3	-6	-12	13	1	0
CS(=O)(=O)NN1C(=O)c2ccccc2NC1c1ccccc1F (stereo unspecified)	-2	-0.7	4	-2	-5	11	0	0	5
COc1ccc(-c2ccc(C(=O)NCc3ccco3)c3occc23)c(C)c1	-3	x	-4	4	15	9	-4	0	-11
O=[N+]([O-])c1ccccc1CCc1cnc(Cl)s1	-5	-4.7	-4	4	0	2	-8	-1	1

Exported with two lines to a compound: part of the list above
Second line of a record: CHRM5 agonist, CRFR2-BP ag, M5 PAM, M5 antag, CHRM1 antagonist, CHRM4 antagonist, CHRM4 PAM, M4 ag, CHRM1 PAM
> COc1ccc(C(CNC(=O)c2cccc(S(=O)(=O)Nc3ccc(F)cc3)c2)N(C)C)cc1 (stereo unspecified)
 : -5, -1.2, -1, 2, -6, -8, -3, 5, 1
> Cc1ccc(C)c(S(=O)(=O)N2CCN(C(C(=O)Nc3ccc(F)cc3)c3ccccc3)CC2)c1 (stereo unspecified)
 : -1, 5.4, 2, -3, -5, -5, 7, 0, 9
> Cc1nc2nc(C)c(CCC(=O)NCCCN3CCN(c4cccc(Cl)c4)CC3)c(C)n2n1
 : -12&-8, 3.0&0.1, 6&-4, 4&-7, -2&7, -10&-4, -4&-2, 1&0, -2&-7
> CCC(c1nnnn1Cc1ccccc1)N1CCN(c2ccccc2)CC1 (stereo unspecified)
 : 1, -0.1, 9, -1, 5, -10, 2, 8, 0
> O=S1(=O)C[C@H]2NC(=S)N(c3ccccc3)[C@H]2C1
 : 0, -0.4, 4, -4, -3, 0, -2, 0, 11
> O=C(c1cc([N+](=O)[O-])cc([N+](=O)[O-])c1)N1CCN(C(=O)c2ccco2)CC1
 : 2, -0.5, 9, -3, 5, 7, -3, 1, 5
> Cc1cc(-c2ccc(C)c(S(=O)(=O)NCCC(C)N3CCCCCC3)c2)on1 (stereo unspecified)
 : -6, -0.8, 7, 2, -15, -7, -2, 0, 11
> Cc1ccccc1NC(=O)c1sc(NC(=O)COc2ccccc2)c(C#N)c1C
 : 1, 36, -1, -1, -7, -1, 0, 1, 2
> COC(=O)N(C)C[C@H]1OCc2cnnn2CCCC(=O)N([C@@H](C)CO)C[C@H]1C
 : 0, -0.8, 2, -3, -6, -12, 13, 1, 0
> CS(=O)(=O)NN1C(=O)c2ccccc2NC1c1ccccc1F (stereo unspecified)
 : -2, -0.7, 4, -2, -5, 11, 0, 0, 5
> COc1ccc(-c2ccc(C(=O)NCc3ccco3)c3occc23)c(C)c1
 : -3, x, -4, 4, 15, 9, -4, 0, -11
> O=[N+]([O-])c1ccccc1CCc1cnc(Cl)s1
 : -5, -4.7, -4, 4, 0, 2, -8, -1, 1

(list continues)
SMILES	CHRM5 agonist	CRFR2-BP ag	M5 PAM	M5 antag	CHRM1 antagonist	CHRM4 antagonist	CHRM4 PAM	M4 ag	CHRM1 PAM
COc1ccc(C)cc1S(=O)(=O)n1cnc(C)c1	-5	0.0	-8	12	11	-2	2	0	-5
CN(C)c1ccc(NC(=O)Nc2ccc3c(c2)c(=O)n(C)n3Cc2ccc(Cl)cc2)cc1	0	x	-5	3	-17	-8	1	5	15
Cc1nn(CC(=O)Nc2ccc(Br)cc2F)c(=O)c2cccn12	-4	-0.1	-1	8	-6	3	-1	0	13
CCOc1ccc2nc(N(CCN(CC)CC)C(=O)c3cccc([N+](=O)[O-])c3)sc2c1	-3	3.6	2	-2	-13	5	4	2	-6
O=C(NC1(C(F)(F)F)NC(=O)N(Cc2ccco2)C1=O)c1cccs1 (stereo unspecified)	4	0.1	-2	-6	4	11	-9	5	-4
CCCCN1C(=O)C(=O)NC[C@@H]1C(C)O (stereo partly specified)	1	0.0	1	4	-6	-4	8	1	6
Cc1sc2ncnc(N(C)CCc3ccccn3)c2c1C	0	-1.0	8	-16	-10	7	10	1	1
Cc1ccc(CNC(=O)/C=C/c2ccc(Br)o2)cc1	-1	-0.2	5	-3	-10	0	-1	-1	7
Cc1ccc2c(CC(=O)Nc3c(C)n(C)n(-c4ccccc4)c3=O)coc2c1	-4	0.5	15	-11	-11	3	18	1	18
COc1cccc(/C(O)=C2/C(=O)C(=O)N(Cc3ccco3)C2c2ccncc2)c1 (stereo unspecified)	-1	0.4	0	3	-9	1	1	0	4
CC(C)(C)OC(=O)N1CCC(c2c(C(=O)NC3CC3)cnn2-c2ccccc2)CC1	-2	-0.3	0	10	-6	3	-4	2	8
O=C1ON=C(c2ccccc2)/C1=C/c1ccc(O)c(O)c1	-3	4.4	-4	10	-18	-6	4	0	19
Cc1[nH]c(=O)[nH]c(=O)c1S(=O)(=O)N1CCCC(C(=O)NCCC2=CCCCC2)C1 (stereo unspecified)	1	1.7	18	-2	-4	10	-3	0	16
O=C(Nc1ncn[nH]1)c1ccc(Cl)c(Cl)c1	-1	0.4	5	3	1	2	-1	0	1
COc1ccc(C)cc1NC(=O)c1cc(S(=O)(=O)N2CCC3(CC2)OCCO3)ccc1F	-6	-0.9	-1	6	1	-5	-7	-1	0
Cc1cc(N2CCN(C(c3ccccc3)c3ccccc3)CC2)n2ncnc2n1	-1	-6.6	-22	13	30*	13	-14	8	-13
O=C(c1ccccc1)N1CCN(S(=O)(=O)c2cccs2)CC1	-1	4.9	-3	1	-5	-6	2	2	10
CCCCC(=O)Nc1ccc(NC(=O)C2CC2)nc1	-1	0.7	15	-6	-27	-6	8	1	6
Cc1cc(C(=O)Nc2ccc(S(=O)(=O)N3CCCC3)cc2)no1	2	0.3	3	4	-1	2	-3	0	4
Cn1cc(CNC(=O)Nc2ccc3c(c2)OCO3)cn1	-5	-0.4	-7	3	-1	0	3	0	4
COc1cccc(C(=O)Oc2cc(C)[nH]c(=O)c2[N+](=O)[O-])c1	-3	1.6	5	-8	-9	-9	5	1	5
Cc1nc2oc3ccccc3c(=O)c2cc1C(=O)O	0	-0.2	-4	7	-4	-3	-10	10	6
CC(C)(O)C(=O)NN(C(=O)c1ccccc1)c1cccc(Br)c1	-2	2.0	3	-1	-8	2	5	0	12
CCOC(=O)c1c(NC=O)sc2c1CCC2	-7	-2.5	-3	7	-6	-18	12	-1	6
CCN1C(=O)/C(=C\c2ccc(-c3ccc([N+](=O)[O-])cc3OC)o2)SC1=Nc1cccc(C(=O)O)c1	-1	-1.7	0	7	-1	-2	1	0	5
Cc1cc(C)cc(N(CCC#N)C(=O)COC(=O)CNC(=O)c2sc3ccccc3c2Cl)c1	-6	-0.8	-8	12	2	-4	-6	2	-3
O=C(Nc1ccc(NC(=O)C2CCCCC2)nc1)c1ccccn1	0	-3.5	3	-5	6	0	-4	5	6
CS(=O)(=O)N(CC(=O)N1CCCCCC1)c1cccc([N+](=O)[O-])c1	-2	0.5	18*	-9	-10	-6	-4	1	12
O=C1Nc2ccccc2C12OCCO2	3	-1.0	0	-2	-16	0	6	1	5
O=C(CCNS(=O)(=O)c1ccc2[nH]c(=O)oc2c1)Nc1cccc(Br)c1	-4	-0.8	0	13	-3	0	-1	2	4
CC1=C(C(=O)OC2CCCCC2)C(c2ccccc2F)NC(=O)N1 (stereo unspecified)	-10	-1.2	0	6	-10	-4	6	-1	7
Cc1cc2cc(CN(CCN3CCOCC3)C(=O)Nc3ccccc3F)c(=O)[nH]c2cc1C	0	0.3	1	-1	-18	-3	9	1	11
Cc1ccc(C)c(OCCCNCc2ccccc2)c1	-15	1.2	-8	3	1	-14	-5	24	-3
COC(=O)[C@]12CCCCC=C1N(Cc1ccccc1)C(=O)[C@H](CC(=O)NCCCCc1ccccc1)C2	2	x	-5	2	x	-9	-2	5	x
CCOC(=O)c1c(C)nn(Cc2cccc(Cl)c2)c1N	-2	-1.7	-6	5	1	1	3	5	-5
Cn1c(C2CCCCC2)nc2ccccc21	-6	-7.9	-5	5	-9	6	-8	-1	17
CCC1(c2ccccc2)NC(=O)N(CC(=O)NCc2ccccc2OC)C1=O (stereo unspecified)	-2	-0.6	2	7	-5	4	3	1	6
Cc1ccc(NS(=O)(=O)c2ccc3oc(=O)ccc3c2)cc1Cl	5	-2.8	8	-8	-1	-13	-7	6	4
COc1cccc(OC)c1OC(=O)c1cnccn1	-3	-1.4	-4	15	3	5	-2	0	-1
CC1CN(C(=O)CSc2nc(N)c(NC(=O)c3ccc(C(F)(F)F)cc3)c(=O)[nH]2)CC(C)O1 (stereo unspecified)	1	-1.3	2	-5	-8	-5	-4	1	2
COCCN(Cc1cc2cc(C)cc(C)c2nc1Cl)C(=O)Nc1ccccc1	2	-2.9	-10	15	-4	-10	-8	-1	-3
O=[N+]([O-])c1cc(-c2ncccn2)c([N+](=O)[O-])s1	-4	-2.6	-7	14	-2	21	-6	-2	7
Cc1ccc(NS(=O)(=O)c2ccc3c(c2)NC(=O)CO3)c(C)c1	2	1.4	3	-11	6	10	-4	4	-1
Cc1sc(N/N=C/c2ccco2)nc1-c1ccccc1	-4	-0.7	-5	6	-5	-7	13	0	4
O=C(c1cccc(F)c1)N1CCCC(C(=O)N2CCCC2)C1 (stereo unspecified)	-1	-1.9	4	-2	-9	14	14	0	12
CCOC(=O)c1cc(C(=O)Nc2cccc(C)c2)nn1C	0	-0.4	7	-13	-14	6	12	0	11
